# CatL inh: inhibitors of human cathepsin L; purified cathepsin L, fluorogenic substrate, fluorescence; inhibition, %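 (tested at 10 µM)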; 58,000 tested, 0.17% active; AID 460; in the data active means inhibition above about 45%;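 further: 0% = enzyme with no compound and 100% = no enzyme blank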
# Target sequence (P07711 114-288 limits assumed): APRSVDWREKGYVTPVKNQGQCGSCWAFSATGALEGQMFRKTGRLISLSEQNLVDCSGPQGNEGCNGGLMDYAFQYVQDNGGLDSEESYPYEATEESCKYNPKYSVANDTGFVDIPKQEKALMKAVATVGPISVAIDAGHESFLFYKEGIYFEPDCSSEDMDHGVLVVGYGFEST
# Target sequence (P07711 292-333 limits assumed): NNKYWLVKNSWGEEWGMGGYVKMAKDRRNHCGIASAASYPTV
# FXIIa inh mix: factor XIIa (human) inhibition, mixture screen. purified FXIIa, fluorogenic substrate, pooled mixtures. 62,000 tested, 0.2% active. inhibition, % at 5 µM. AID 684;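 further: 0% = enzyme without compound and 100% = no enzyme blank; some results filed as inactive read as strong as hits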
# FXIa inh mix: inhibitors of human coagulation factor XIa, pooled mixtures | purified FXIa, fluorogenic substrate | inhibition, % at 5 µM | 62,000 tested, 0.19% active;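 further: each value is inhibition by a whole ten-compound pool holding the compound; 0% = enzyme with no mixture and 100% = wells lacking enzyme; strong numbers were not always called active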
# CatB block: inhibitors of human cathepsin B | 63,000 tested, 0.1% active | purified cathepsin B, fluorogenic substrate, fluorescence | inhibition, %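 (tested at 10 µM)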 | P07858; in the data active means inhibition above about 21%;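 further: 0% = enzyme with no compound and 100% = no enzyme blank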
# C1s inh: human complement C1s inhibition. AID 538. mean inhibition % of two 10-compound mixtures (hits give high values), % at 5 µM (by protocol). 62,000 tested, 0.16% active. purified C1s, fluorogenic AMC substrate, pooled mixtures. P09871;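 active means inhibition above 20% in each of the two 10-compound mixture wells holding the compound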;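 further: 0% = enzyme wells lacking compound mixture and 100% = no-enzyme blank wells; some compounds called inactive have numbers as strong as hits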
# Target sequence (P09871 16-437 limits assumed): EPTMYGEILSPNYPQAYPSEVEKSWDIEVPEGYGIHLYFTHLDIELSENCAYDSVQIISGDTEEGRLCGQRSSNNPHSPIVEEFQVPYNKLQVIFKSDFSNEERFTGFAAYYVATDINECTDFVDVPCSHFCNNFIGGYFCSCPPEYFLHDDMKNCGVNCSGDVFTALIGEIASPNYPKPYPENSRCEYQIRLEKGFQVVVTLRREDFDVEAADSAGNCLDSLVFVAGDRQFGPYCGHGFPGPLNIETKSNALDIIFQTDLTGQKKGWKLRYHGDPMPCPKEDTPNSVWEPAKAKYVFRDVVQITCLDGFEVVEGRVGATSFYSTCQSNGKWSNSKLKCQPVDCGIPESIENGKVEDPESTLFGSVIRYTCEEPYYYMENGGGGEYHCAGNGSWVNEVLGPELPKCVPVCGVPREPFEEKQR
# Target sequence (P09871 438-688 limits assumed): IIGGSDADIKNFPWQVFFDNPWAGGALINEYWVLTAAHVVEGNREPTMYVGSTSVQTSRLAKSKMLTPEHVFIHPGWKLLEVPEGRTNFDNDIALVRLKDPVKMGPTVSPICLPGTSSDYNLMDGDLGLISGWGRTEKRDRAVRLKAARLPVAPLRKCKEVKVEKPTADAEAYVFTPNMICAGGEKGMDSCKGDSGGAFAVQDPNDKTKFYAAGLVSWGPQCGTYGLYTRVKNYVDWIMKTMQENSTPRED
# CatB mixtures: human cathepsin B inhibition by mixtures | 62,000 tested, 0.06% active | inhibition, %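 (ten-compound pools at 5 µM per compound and 50 µM total)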 | Purified cathepsin B, AMC dipeptide fluorescence, compound mixtures; in the data active means inhibition above about 22%, passing the limit was not always enough;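 further: 0% = enzyme without compound and 100% = no enzyme blank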
# CatS inh: inhibitors of human cathepsin S; recombinant cathepsin S, AMC dipeptide fluorescence, pooled mixtures; inhibition, %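 (tested at 5 µM per compound within 10-compound mixtures)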; 62,000 tested, 0.06% active; AID 501; in the data active means inhibition above about 32%, passing the limit was not always enough;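 further: 0% = enzyme without compound and 100% = blank without enzyme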
# CatG inh: inhibitors of human cathepsin G. inhibition, % at 5 µM (by protocol). 62,000 tested, 0.2% active. purified enzyme, AMC-tetrapeptide fluorescence, pooled mixtures. P08311;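 active means inhibition above 20% in each of the two mixture wells holding the compound; inactive means inhibition of 20% or less in either well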;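 further: 0% = enzyme control without mixture and 100% = blank lacking enzyme; strong numbers were not always called active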
# Abs 340nm: absorbance at 340 nm | 65,000 tested, under 10 active | fold change at 10 µM | compound absorbance at 340 nm, fold over control | AID 708;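 active means at 10 µM dose, initial 340 nm absorbance at least 2 fold that of control wells; inactive means change under 2 fold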;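 further: initial absorbance extrapolated from kinetic A340 decline of NADH oxidation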
# Active calls of the source: *; · = not tested or not shown. Unless noted, no stated cut-off is given here; in the data, active means inhibition above about 20% (passing the limit was not always enough); inactive means the rest. Only part of the results is shown, so the mix of outcomes need not match the whole.
SMILES,CatL inh,FXIIa inh mix,FXIa inh mix,CatB block,C1s inh,CatB mixtures,CatS inh,CatG inh,Abs 340nm
C=CCn1c(SCc2c(C)noc2C)nnc1C1COc2ccccc2O1 (stereo not given),15,6,-3,2,4,-6,30,12,1
CCOC(=O)c1c(N)ssc1=S,1,2,-9,2,-32,-4,5,0,1.1
CCOc1ccc(-c2nnc(-c3ccncc3)o2)cc1,-5,-24,-1,3,7,4,-2,9,1
Cc1c(NC(=O)C2(C)CCCCC2)c(=O)n(-c2ccccc2)n1C,4,-2,-2,1,-4,-3,-5,9,1
c1ccc(Cc2nn3c(-c4ccncc4)nnc3s2)cc1,-4,-6,-1,-5,-37,3,-9,-4,1
CCOC(=O)c1[nH]c(CSc2nnc(-c3ccncc3)n2CCOC)c(C(=O)OCC)c1C,8,6,7,-4,5,5,-23,-3,1
O=C(O)CNC(=O)C1COc2ccccc2O1 (stereo not given),·,22,0,2,-31,1,-4,6,0.99
C=C(C)Cn1c(N2CCCC2)nc2c1c(=O)[nH]c(=O)n2C,·,4,7,0,-60,0,0,4,1
O=C(CN(Cc1cccs1)C(=O)CNC(=O)c1ccco1)NC1CCCCC1,-3,6,2,-3,-4,5,-1,0,0.96
Cn1c(=O)c2c(nc(NCCc3ccccc3)n2Cc2ccc(F)cc2)n(C)c1=O,·,4,7,3,6,4,-1,6,0.99
CCN1CCN(CC(=O)Nc2cccc(C)c2C)C(=O)C1=O,·,-17,1,2,-4,2,-2,5,1
O=C(Oc1ccnc2cc(Cl)ccc12)N1CCCCCC1,·,-1,1,8,-3,0,9,2,1
Cc1ccc(S(=O)(=O)N2CCN(C(=O)CN3C(=O)NC4(CCOc5ccccc54)C3=O)CC2)cc1 (stereo not given),11,-20,3,9,-28,4,11,-12,1
CCc1nnc(NC(=O)C2CCN(c3nccc(C)n3)CC2)s1,-1,-3,14,-2,2,5,-6,-4,0.98
CCN(C(=O)CN1CCN(c2ccccc2OC)CC1)c1c(N)n(Cc2ccccc2)c(=O)[nH]c1=O,12,-18,15,4,12,2,5,13,0.96
CCOC(=O)CCCNC(=O)COC(=O)c1cccc(C)c1O,·,5,9,0,-3,-1,-7,1,1
CN(C(=O)c1ccccn1)c1nnc(-c2ccncc2)s1,9,-20,6,2,4,1,-5,-35,0.98
Cc1cc(C(=O)N2CCN(C(c3ccccc3)c3ccccc3)CC2)no1,2,-4,13,2,15,7,21,13,0.99
CCCC1CC(C)(C(=O)Cn2[nH]c(=O)ccc2=O)OC1=O (stereo not given),4,-1,6,1,-1,0,7,4,0.98
COc1cccc(C2C3=C(CCCC3=O)Nc3nc(-c4cc(OC)c(OC)c(OC)c4)nn32)c1 (stereo not given),19,11,17,3,11,7,10,6,1
COc1cccc(NC(C)C(=O)N2CC(C)OC(C)C2)c1 (stereo not given),4,5,2,4,-9,1,-7,4,1
Cc1ccc2nc(SCc3nnc(-c4cccs4)o3)[nH]c2c1,22,3,3,-1,9,2,12,13,0.99
CCOC(=O)c1c(NC(=O)Cn2nnc3ccccc32)sc2c1CCC(C)C2 (stereo not given),-8,5,4,1,12,4,4,10,1.1
CSc1snc(SCC(N)=O)c1C#N,14,-18,2,3,4,2,13,1,1.1
CC(C)(NO)/C(=N/O)c1ccc(Br)cc1,15,-8,0,3,-53,2,0,-6,1

# Look-ups from the entries so far:
# `C=CCn1c(SCc2c(C)noc2C)nnc1C1COc2ccccc2O1` (stereo not given) @ CatS inh = 30
# `CSc1snc(SCC(N)=O)c1C#N` @ FXIIa inh mix = -18
# `c1ccc(Cc2nn3c(-c4ccncc4)nnc3s2)cc1` @ FXIa inh mix = -1

# The main list resumes, repeating the 4 entries before the break.
SMILES,CatL inh,FXIIa inh mix,FXIa inh mix,CatB block,C1s inh,CatB mixtures,CatS inh,CatG inh,Abs 340nm
Cc1ccc2nc(SCc3nnc(-c4cccs4)o3)[nH]c2c1,22,3,3,-1,9,2,12,13,0.99
CCOC(=O)c1c(NC(=O)Cn2nnc3ccccc32)sc2c1CCC(C)C2 (stereo not given),-8,5,4,1,12,4,4,10,1.1
CSc1snc(SCC(N)=O)c1C#N,14,-18,2,3,4,2,13,1,1.1
CC(C)(NO)/C(=N/O)c1ccc(Br)cc1,15,-8,0,3,-53,2,0,-6,1
O=C1Nc2ccccc2C1(O)Cc1ccncc1 (stereo not given),·,5,11,-2,29,3,3,47,1
CCCc1cc(=O)n2[nH]c(NCc3cccs3)nc2n1,1,-2,5,-1,-6,-1,0,-1,1
COc1cc(C)c2occ(/C(C)=N\O)c2c1,15,6,0,5,-4,2,2,5,1
CCCCc1ccc(S(=O)(=O)Nc2cc(C)on2)cc1,4,7,-5,0,-34,-5,5,-2,1
O=C(Nc1ccc2c(c1)OCCO2)C1CCC1,9,-15,2,6,11,-4,9,18,1.1
CC(C)Oc1ccc(C(=O)N2CCCC2C(=O)O)cc1 (stereo not given),·,-4,14,-1,-6,-1,13,-1,1
Cc1cc2c(c(N)n1)c(=O)oc1ccccc12,-18,-3,-41,1,-213,-7,-35,-29,1.1
CCc1cccc(C)c1NC(=O)c1cccc(N(C)C)c1,-21,5,0,-2,-10,2,-31,-9,1.1
COc1ccc(OCC(O)Cn2c(Nc3ccccc3)nc3c2c(=O)n(C)c(=O)n3C)cc1 (stereo not given),12,1,2,3,-22,3,13,-6,1
CC(=O)Nc1ccc(N/C=C/C(=O)c2ccc(C)o2)cc1,-4,26,2,-3,-7,-2,-5,-11,1.1
CCOCCSC1=C(C#N)C(c2cccs2)C(C(C)=O)=C(C)N1 (stereo not given),0,3,-10,4,-108,-2,-4,1,1.1
COc1ccc(OC)c(C(=O)CSc2nc3ncccc3[nH]2)c1,6,11,-1,3,-17,3,2,-9,1
Cc1cc(C)nc(-n2nc(C)cc2NC(=O)c2cc3ccccc3oc2=O)n1,10,11,-3,8,0,-3,-1,7,1
Cc1[nH]c(=O)[nH]c(=O)c1S(=O)(=O)N1CCCC(C(=O)NCc2ccco2)C1 (stereo not given),1,-1,5,-2,4,6,-5,-4,0.99
CC(=O)Nc1ccc(OCC(O)CN2CCN(c3cc(Cl)ccc3C)CC2)cc1 (stereo not given),2,2,1,4,-5,1,15,0,0.99
Cc1ccc(C)c(NC(=O)CN(C)S(=O)(=O)c2ccc(F)cc2)c1,14,12,11,-3,3,5,7,1,0.99
O=C(Nc1ccc(F)cc1F)c1cc2n(n1)C(C(F)(F)F)C1CCCCC1N2 (stereo not given),1,5,4,-1,-4,-4,7,1,1
COC(=O)c1ccccc1NC(=O)CSc1ccccc1,12,4,4,6,-28,-3,6,5,1.1
CC(C)C[C@H](NC(=O)NCCc1ccc(Cl)cc1)C(=O)O,6,5,5,-1,14,1,-5,9,0.99
Cc1cccc(C)c1OCC(O)CN (stereo not given),-10,1,5,0,17,3,-1,11,1
CC(C)(C)n1ncc2c(=O)n(CC(=O)NCc3ccco3)cnc21,-1,11,0,0,-12,4,-2,-3,0.98
CCS(=O)(=O)c1nnnn1-c1ccccc1S(C)(=O)=O,6,-4,6,6,6,0,-2,8,1
COc1ccc(N2CCN(c3nc4ccccc4n3CC(=O)c3ccccc3)CC2)cc1,14,4,1,5,4,0,3,7,1
CCN(c1cccc(C)c1)S(=O)(=O)c1ccc2c(c1)CCN2C(C)=O,-6,11,8,0,-11,0,1,-3,1.1
CCCCCn1c(SCCc2ccccc2)nc2c1c(=O)[nH]c(=O)n2C,-12,-1,6,-6,2,-7,-4,2,1.1

# Compound profiles (already shown). Order of screens: CatL inh, FXIIa inh mix, FXIa inh mix, CatB block, C1s inh, CatB mixtures, CatS inh, CatG inh, Abs 340nm
# Shown for CCCCc1ccc(S(=O)(=O)Nc2cc(C)on2)cc1 = 4, 7, -5, 0, -34, -5, 5, -2, 1
# Shown for Cc1cc2c(c(N)n1)c(=O)oc1ccccc12 = -18, -3, -41, 1, -213, -7, -35, -29, 1.1

# Next structures:
SMILES,CatL inh,FXIIa inh mix,FXIa inh mix,CatB block,C1s inh,CatB mixtures,CatS inh,CatG inh,Abs 340nm
Cn1c(CNc2nc(-c3ccccc3)cs2)nnc1SCC(=O)c1ccccc1,-4,-19,11,-1,5,-2,3,5,1
COc1ccc(S(=O)(=O)N2CCn3c2nc2ccccc23)cc1,6,5,7,4,6,0,-5,8,1
O=C(OCC#CCSc1nnc(-c2ccc(Br)cc2)o1)c1ccco1,-6,11,5,3,-1,1,-4,12,0.99
Cc1cc2c(c(=O)n1Cc1cccnc1)C(Cc1ccccc1)C(C#N)=C(N)O2 (stereo not given),0,9,7,0,8,6,-2,8,1
Cc1cccc(OCC(=O)N(Cc2cccs2)C2CCS(=O)(=O)C2)c1 (stereo not given),·,-1,2,8,3,-1,4,9,1
O=C(Cn1c(=O)oc2ccccc21)N1CCCCC1,7,-20,-2,1,-45,-4,-4,-8,1
COc1cccc(OCC(O)CN2CCN(CCO)CC2)c1 (stereo not given),10,1,4,0,-14,1,-12,-1,1
Cc1nc2c(C(=O)NCc3ccc(F)cc3)c[nH]n2c(=O)c1Cl,·,10,-3,5,3,4,2,11,1.1
O=C(OCc1ccco1)c1ccc(S(=O)(=O)N2CCCCC2)cc1,-1,1,-11,1,-82,-10,-14,-5,1
O=c1[nH]n(-c2cccc3cccnc23)c(=O)c2ccccc12,2,-19,3,6,8,3,-6,4,1
O=C(CNC(=O)c1cccs1)NC1=NCCS1,13,-2,14,6,14,0,14,8,1
CCOc1ccc(-c2nnn(CC(=O)Nc3cc(OC)ccc3OC)n2)cc1OCC,25,3,2,2,19,2,8,12,1
CCc1ccc2[nH]c(=O)c(CN(Cc3ccccc3)Cc3nnnn3Cc3ccco3)cc2c1,-2,2,15,0,0,2,2,8,1
COc1ccc(S(=O)(=O)N(CC(=O)N2CCCC2)Cc2ccccc2)cc1,3,7,-10,-1,-3,-7,-16,-5,1.1
Cc1cc(C)cc(N2CC34C=CC(O3)C(C(=O)OCC(=O)NCc3ccco3)C4C2=O)c1 (stereo not given),-2,11,-2,-4,-44,1,2,-2,0.99
COC(=O)C(C)Oc1ccc(=O)[nH]n1 (stereo not given),·,5,-7,1,-34,-8,0,2,0.98
Cn1c2c(c(=O)n(C)c1=O)C(c1cccc(Br)c1)C1C(=O)c3ccccc3C1=N2 (stereo not given),1,1,-1,5,-2,-3,-12,7,1
